Screening results: PubChem BioAssay, The Scripps Research Institute Molecular Screening Center
MITF inh: human MITF inhibition, primary screen. O75030. inhibition, % at 2.6 µM. AID 1259374. AlphaScreen MITF homodimerization, bead proximity signal. 650,000 compounds, 0.91% hits; in the data active = inhibition above about 50%;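 note: 0% = vehicle wells with protein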
Target sequence (O75030 whole entry, looked up): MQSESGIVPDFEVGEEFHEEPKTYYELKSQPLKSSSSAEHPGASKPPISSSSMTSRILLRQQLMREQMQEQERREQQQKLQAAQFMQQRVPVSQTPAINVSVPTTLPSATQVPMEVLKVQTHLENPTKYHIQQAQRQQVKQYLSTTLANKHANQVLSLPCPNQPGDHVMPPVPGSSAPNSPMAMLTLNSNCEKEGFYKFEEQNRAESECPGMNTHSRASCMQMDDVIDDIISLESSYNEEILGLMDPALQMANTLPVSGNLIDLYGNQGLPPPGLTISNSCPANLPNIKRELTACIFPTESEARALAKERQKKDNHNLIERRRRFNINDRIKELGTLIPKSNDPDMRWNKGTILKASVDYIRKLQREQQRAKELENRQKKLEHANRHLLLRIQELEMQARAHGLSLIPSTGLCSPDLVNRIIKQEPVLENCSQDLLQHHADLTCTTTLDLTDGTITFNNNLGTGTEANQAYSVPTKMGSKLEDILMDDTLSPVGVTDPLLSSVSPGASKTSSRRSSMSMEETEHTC
FBW7 act: activators of human E3 ligase FBW7; Q969H0; 650,000 compounds, 0.13% hits; AlphaScreen FBW7–phospho-cyclin E peptide binding, activator screen; normalized activity (activation), % at 26.1 µM; in the data active = normalized activity above about 1.9%;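 note: purified mutant Fbw7 with reduced substrate affinity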
GPR151 activ: human GPR151 activation; 650,000 compounds, 1% hits; PathHunter beta-arrestin GPR151 cells, luminescence; Q8TDV0; activation, % at 11.2 µM; in the data active = activation above about 4.9%;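 note: 0% = median of compound wells and 100% = cells with positive control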
Target sequence (Q8TDV0 whole entry, looked up): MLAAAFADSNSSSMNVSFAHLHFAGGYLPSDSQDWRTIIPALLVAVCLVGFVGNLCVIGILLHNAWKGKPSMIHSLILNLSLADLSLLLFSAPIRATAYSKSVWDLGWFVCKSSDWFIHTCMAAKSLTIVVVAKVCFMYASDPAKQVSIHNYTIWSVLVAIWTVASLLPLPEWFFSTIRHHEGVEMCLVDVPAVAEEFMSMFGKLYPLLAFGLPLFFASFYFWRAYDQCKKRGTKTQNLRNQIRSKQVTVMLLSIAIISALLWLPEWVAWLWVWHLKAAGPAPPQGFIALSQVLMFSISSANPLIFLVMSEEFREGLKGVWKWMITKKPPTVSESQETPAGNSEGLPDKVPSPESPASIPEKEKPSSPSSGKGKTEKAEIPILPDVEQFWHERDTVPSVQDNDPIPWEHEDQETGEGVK
TEAD-YAP inh: TEAD-YAP interaction inhibition | HEK-TIYL cells, TEAD-Gal4/YAP UAS-luciferase luminescence | inhibition, % at 9.12 µM | 640,000 compounds, 1.4% hits | AID 1259422; in the data active = inhibition above about 32%;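 note: 0% = median of test compound wells and 100% = reference inhibitor wells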
* marks the source's active call; other numbers are inactive results.

Screening CC1=C(C(=O)Nc2ccccc2)C(c2ccc(OC(=O)c3ccccc3)cc2)n2ncnc2N1 (configuration not stated) returned MITF inh 0.2, FBW7 act 0.0, GPR151 activ 0.7 and TEAD-YAP inh 17.7.
Cc1cc(C(F)(F)F)c2c(C)nn(-c3ccccc3)c2n1 was read as MITF inh -13.1, FBW7 act -0.1, GPR151 activ 1.9 and TEAD-YAP inh 0.3.
`COc1ccccc1NC(=O)NCCNc1nc(C)cc(N(C)C)n1` gave MITF inh 12.1, FBW7 act 0.0, GPR151 activ 1.3 and TEAD-YAP inh 9.3.
`O=C(NCc1cccs1)C1CCN(C(=O)Nc2ccc(Cl)cc2)CC1` gave MITF inh 14.2, FBW7 act 2.4*, GPR151 activ -0.1 and TEAD-YAP inh -17.2.
`Cc1cn2c3c(=O)n(C)c(=O)n(C)c3nc2n1CCN1CCOCC1` gave MITF inh -4.8, FBW7 act -0.1, GPR151 activ 0.7 and TEAD-YAP inh 2.0.
For COCCn1c(N)c(C(=O)NS(=O)(=O)c2ccc(C)cc2)c(=O)[nH]c1=O the results were MITF inh 4.6, FBW7 act 0.0, GPR151 activ -1.6 and TEAD-YAP inh -2.5.
For CCOC(=O)c1cccc(C(=O)O)n1 the results were MITF inh 13.1, FBW7 act -0.1, GPR151 activ 2.3 and TEAD-YAP inh -2.2.
`COc1ccc(C=O)cc1OS(=O)(=O)c1ccc(C)cc1` gave MITF inh -1.2, FBW7 act -0.1, GPR151 activ 2.2 and TEAD-YAP inh 26.9.
COCCN(C(C)=O)c1nnc(-c2ccncc2)s1 was read as MITF inh -3.4, FBW7 act -0.8, GPR151 activ -2.0 and TEAD-YAP inh -12.3.
For CC(C)NC(=O)CSc1nc2ccccc2n1CC(=O)N1CCc2ccccc21 the results were MITF inh 17.6, FBW7 act 0.0, GPR151 activ -1.9 and TEAD-YAP inh -1.2.
For CCCCOC(=O)C1Cc2c([nH]c3ccccc23)C(C)N1 (configuration not stated) the results were MITF inh 3.2, FBW7 act 0.0, GPR151 activ 0.8 and TEAD-YAP inh 5.0.
Screening N#CCCN1CCC(N2C(=O)Cc3ccccc32)CC1 returned MITF inh 3.5, FBW7 act 0.4, GPR151 activ 1.8 and TEAD-YAP inh 3.0.
Screening C=CCn1c(C)cc(C2=NNC(=Nc3ccccc3OC)SC2)c1C returned MITF inh -12.1, FBW7 act -0.5, GPR151 activ 1.2 and TEAD-YAP inh 72.5*.
COc1ccc(C2(NC(=O)CCn3ncc4ccccc43)CCCC2)cc1 was read as MITF inh -2.9, FBW7 act 0.0, GPR151 activ 0.5 and TEAD-YAP inh 8.6.
For COc1cc(/C=C2\SC(=NCc3ccccc3)N(Cc3ccccc3)C2=O)cc(Br)c1OC the results were MITF inh 11.4, FBW7 act -0.1, GPR151 activ 0.0 and TEAD-YAP inh 4.8.
COc1ccc(OC)c(-n2c(=S)sc3c(=O)n(-c4ccccc4C)c(SCc4cc(=O)n5cc(Cl)ccc5n4)nc32)c1 was read as MITF inh 2.4, FBW7 act -0.3, GPR151 activ 2.3 and TEAD-YAP inh -8.8.
`COc1ccc([N+](=O)[O-])cc1-c1ccc(/C=C(\C#N)c2nc3ccc(C)cc3[nH]2)o1` gave MITF inh -1.3, FBW7 act 0.1, GPR151 activ -0.2 and TEAD-YAP inh -9.9.
For COc1ccc(C(=O)OCC(=O)C(C)(C)C)cc1[N+](=O)[O-] the results were MITF inh -2.8, FBW7 act -0.2, GPR151 activ -0.1 and TEAD-YAP inh -1.0.
CCOC(=O)c1cc(-c2ccccc2)sc1NC(=S)NCCCN1CCCC1=O was read as MITF inh 7.0, FBW7 act 0.0, GPR151 activ 0.2 and TEAD-YAP inh 5.1.
`Cc1[nH]nc2nc(SCC(=O)NCCC3=CCCCC3)n(-c3ccc(Br)cc3)c(=N)c12` gave MITF inh 13.8, FBW7 act -0.4, GPR151 activ -0.6 and TEAD-YAP inh 9.8.
COc1ccc(COCC(O)CN2CCCC(C(F)(F)F)C2)cc1 (configuration not stated) was read as MITF inh 13.4, FBW7 act -0.1, GPR151 activ -1.5 and TEAD-YAP inh 7.5.
`Cc1c(C(=O)NCCn2ccc3ccccc32)cccc1[N+](=O)[O-]` gave MITF inh 7.3, FBW7 act 0.8, GPR151 activ -0.8 and TEAD-YAP inh -16.0.
FC(F)(F)c1ccc(Nc2nc(NCc3ccccc3)c3ncn(C4CCCCC4)c3n2)cc1 was read as MITF inh -5.5, FBW7 act 0.0, GPR151 activ -0.3 and TEAD-YAP inh -2.2.
For CCCCC(=O)Nc1c(C(=O)Nc2ccccc2OC)oc2ccccc12 the results were MITF inh -5.4, FBW7 act 0.0, GPR151 activ -0.6 and TEAD-YAP inh 2.4.
`COc1ccc(-n2cc(-c3ccc(C)cc3)nc2SCC(=O)Nc2ccc(C)cc2)cc1` gave MITF inh -5.2, FBW7 act 0.0, GPR151 activ 3.8 and TEAD-YAP inh -1.9.
For COc1cc(C(=O)NCCCCc2ccccc2)cc(OC)c1OC the results were MITF inh -3.9, FBW7 act -0.1, GPR151 activ 0.0 and TEAD-YAP inh -2.3.
`Cc1nc2c(sc3cc([N+](=O)[O-])cc(Sc4ccccc4)c32)c(=O)n1C` gave MITF inh 4.2, FBW7 act 0.0, GPR151 activ -0.1 and TEAD-YAP inh 4.0.
CC1(C)CC2CC(C)(CN2S(=O)(=O)c2ccc(C(=O)Nc3nc(-c4ccncc4)cs3)cc2)C1 (configuration not stated) was read as MITF inh 1.8, FBW7 act 0.5, GPR151 activ -1.4 and TEAD-YAP inh -11.5.
For O=C(Nc1ccccc1)N(Cc1cccnc1)Cc1cc2cc3c(cc2[nH]c1=O)OCCO3 the results were MITF inh -0.7, FBW7 act -0.2, GPR151 activ 2.2 and TEAD-YAP inh 11.9.
`CCSCCOC(=O)C1=C(C)NC2=C(C(=O)C(C(=O)OC)C(C)C2)C1c1cc(OC)c(OC)cc1Br` (configuration not stated) gave MITF inh 6.2, FBW7 act 0.5, GPR151 activ -2.3 and TEAD-YAP inh -0.6.

5 entries from above, arranged by formula weight, falling.
`CCSCCOC(=O)C1=C(C)NC2=C(C(=O)C(C(=O)OC)C(C)C2)C1c1cc(OC)c(OC)cc1Br` (configuration not stated) gave MITF inh 6.2, FBW7 act 0.5, GPR151 activ -2.3 and TEAD-YAP inh -0.6.
`COc1ccc(-n2cc(-c3ccc(C)cc3)nc2SCC(=O)Nc2ccc(C)cc2)cc1` gave MITF inh -5.2, FBW7 act 0.0, GPR151 activ 3.8 and TEAD-YAP inh -1.9.
`Cc1nc2c(sc3cc([N+](=O)[O-])cc(Sc4ccccc4)c32)c(=O)n1C` gave MITF inh 4.2, FBW7 act 0.0, GPR151 activ -0.1 and TEAD-YAP inh 4.0.
For CCCCC(=O)Nc1c(C(=O)Nc2ccccc2OC)oc2ccccc12 the results were MITF inh -5.4, FBW7 act 0.0, GPR151 activ -0.6 and TEAD-YAP inh 2.4.
For COc1cc(C(=O)NCCCCc2ccccc2)cc(OC)c1OC the results were MITF inh -3.9, FBW7 act -0.1, GPR151 activ 0.0 and TEAD-YAP inh -2.3.

Following part
Screening O=C(Cc1ccccc1F)Nc1ccc2c(c1)CN(C(=O)C1CCOC1)CC2 (configuration not stated) returned MITF inh 11.8, FBW7 act -0.1, GPR151 activ 1.6 and TEAD-YAP inh -5.6.
`N#CC1=C(N)Oc2n[nH]c(-c3ccccc3)c2C1c1ccccc1Cl` (configuration not stated) gave MITF inh 4.2, FBW7 act -0.2, GPR151 activ -0.2 and TEAD-YAP inh 11.0.
CC(=O)N(CN1C(=O)c2ccccc2C1=O)c1ccc(Br)cc1 was read as MITF inh 10.1, FBW7 act -0.2, GPR151 activ -0.7 and TEAD-YAP inh -1.9.
`COc1ccccc1NC(=O)Nc1c[nH]c2ccccc12` gave MITF inh 10.1, FBW7 act 0.2, GPR151 activ 0.7 and TEAD-YAP inh -14.5.
COc1ccc(NC(=O)Nc2nnc(C3CCCC3)s2)cc1 was read as MITF inh 16.6, FBW7 act 0.5, GPR151 activ 0.0 and TEAD-YAP inh -27.2.
For COCCCn1c2c(c(=O)[nH]c1=O)C(c1ccc(OC)cc1)C1=C(N2)c2ccccc2C1=O (configuration not stated) the results were MITF inh -1.9, FBW7 act 0.4, GPR151 activ -0.6 and TEAD-YAP inh -0.2.
`CC(=O)c1cc(C(=O)NCC2Cc3cc(Cl)cc(-c4cnccn4)c3O2)cs1` (configuration not stated) gave MITF inh 10.1, FBW7 act 0.3, GPR151 activ -2.1 and TEAD-YAP inh 5.3.
COc1ccc(O)c(/C=N/NC(=O)CSc2cccc3cccnc23)c1 was read as MITF inh -3.2, FBW7 act 0.0, GPR151 activ 0.4 and TEAD-YAP inh 0.3.
For COc1ccc(-c2noc(CNC(=O)Cc3ccccc3OC)n2)cc1 the results were MITF inh -5.9, FBW7 act -0.1, GPR151 activ -0.3 and TEAD-YAP inh 7.3.
O=C(c1ccc(-c2cnc3c(n2)[nH]c(=O)n3CC2CC2)cc1)N1CCOCC1 was read as MITF inh 21.9, FBW7 act 0.2, GPR151 activ -0.5 and TEAD-YAP inh 4.5.
For CCOC(=O)C1CCN(C(=O)c2cccn3c(=O)c4ccccc4nc23)CC1 the results were MITF inh 2.0, FBW7 act 0.1, GPR151 activ 1.0 and TEAD-YAP inh -10.0.
NC(=O)c1ccc(N=Cc2ccccc2O)cc1 was read as MITF inh -54.0, FBW7 act 0.0, GPR151 activ 2.3 and TEAD-YAP inh -2.8.
For CN(CCCC(=O)NNC(=O)c1cccs1)S(=O)(=O)c1ccc([N+](=O)[O-])cc1 the results were MITF inh 5.1, FBW7 act -0.2, GPR151 activ 2.6 and TEAD-YAP inh 6.9.
Screening Cc1cnc(CNc2cc(-c3ccncc3)nc(-c3ccccn3)n2)nc1 returned MITF inh 7.6, FBW7 act -0.7, GPR151 activ -0.8 and TEAD-YAP inh 3.4.
Screening CCC(C(=O)NC1CC(C)(C)NC(C)(C)C1)c1ccccc1 (configuration not stated) returned MITF inh 4.5, FBW7 act -0.1, GPR151 activ -1.6 and TEAD-YAP inh -7.4.
Cc1ccc(NNC(=O)Cc2ccccc2)cc1 was read as MITF inh 0.8, FBW7 act 0.1, GPR151 activ 0.2 and TEAD-YAP inh -5.0.
`CCOC(=O)N1CCC(N2CCC(CCc3ccccc3)(C(=O)OCC)CC2)CC1` gave MITF inh -1.0, FBW7 act 0.0, GPR151 activ -0.7 and TEAD-YAP inh -3.9.
`CSc1nnc2c(n1)OC(c1ccc(Br)s1)Nc1ccccc1-2` (configuration not stated) gave MITF inh 2.7, FBW7 act -0.2, GPR151 activ 0.2 and TEAD-YAP inh 2.0.
O=C(Nc1ccc(S(=O)(=O)N2CCOCC2)cc1)Nc1cccc(Cl)c1 was read as MITF inh 1.5, FBW7 act 0.0, GPR151 activ 0.9 and TEAD-YAP inh 1.0.
Screening CCOc1ccc(C2C(C(N)=O)=C(C)Nc3ncnn32)cc1 (configuration not stated) returned MITF inh 13.7, FBW7 act 0.0, GPR151 activ 0.4 and TEAD-YAP inh -0.9.
Screening Cn1c(=O)c2c(SCC(=O)Nc3cccc(F)c3)nc(C3CCCC3)nc2n(C)c1=O returned MITF inh -0.7, FBW7 act 0.0, GPR151 activ -0.2 and TEAD-YAP inh -1.5.
For O=C(O)c1c[nH]c2c(C(F)(F)F)cccc2c1=O the results were MITF inh -0.7, FBW7 act -0.5, GPR151 activ -1.4 and TEAD-YAP inh -4.6.
For COc1ccc(C(=O)N2CCc3cc(OC)c(OC)cc3C2COc2ccc([N+](=O)[O-])cc2)cc1 (configuration not stated) the results were MITF inh 19.4, FBW7 act 0.1, GPR151 activ -0.4 and TEAD-YAP inh 3.3.
O=C(Cc1ccc(F)cc1)N(c1ccc(Cl)cc1)C1C=CS(=O)(=O)C1 (configuration not stated) was read as MITF inh 0.0, FBW7 act -0.3, GPR151 activ -0.1 and TEAD-YAP inh 2.9.
For COc1ccc2oc(=Nc3ccccc3)c(C(N)=O)cc2c1 the results were MITF inh 21.0, FBW7 act 0.5, GPR151 activ 0.9 and TEAD-YAP inh -51.1.
Screening CCc1ccc(CNC(=O)C2CC(=O)N(C3CCCC3)C2)cc1 (configuration not stated) returned MITF inh 10.0, FBW7 act 0.1, GPR151 activ 0.8 and TEAD-YAP inh -1.4.
`COc1ccc(S(=O)(=O)N2CC3c4ccccc4CCN3C2c2cccc([N+](=O)[O-])c2)c2cccnc12` (configuration not stated) gave MITF inh 8.2, FBW7 act 0.0, GPR151 activ 1.2 and TEAD-YAP inh -0.6.
`CCCN1CCC(N2CCN(c3ccc(F)cc3)CC2)CC1` gave MITF inh -3.1, FBW7 act 0.0, GPR151 activ -0.4 and TEAD-YAP inh -6.3.
Screening Cc1nc(-c2cccc(NC(=O)c3cc4cc(Br)cc(Br)c4oc3=O)c2)cs1 returned MITF inh 9.6, FBW7 act 0.0, GPR151 activ 1.3 and TEAD-YAP inh -1.5.
COc1ccc(C2=NOC(C(=O)N3CC4(C)CC3CC(C)(C)C4)C2)cc1OC (configuration not stated) was read as MITF inh -5.6, FBW7 act -0.2, GPR151 activ -0.1 and TEAD-YAP inh -10.8.
`CC(C)CCNC(=O)C1CCCN1C(=O)Nc1cccc(F)c1` (configuration not stated) gave MITF inh 2.3, FBW7 act 0.0, GPR151 activ 0.7 and TEAD-YAP inh 4.2.
CN(C)c1ccc(/C=N/NC(=O)c2[nH]ncc2Br)cc1 was read as MITF inh -2.5, FBW7 act 0.0, GPR151 activ -8.2 and TEAD-YAP inh 31.9*.
For O=C(N/N=C/c1ccc([N+](=O)[O-])o1)c1ccc(NS(=O)(=O)c2cccs2)cc1 the results were MITF inh 8.7, FBW7 act 0.0, GPR151 activ 1.1 and TEAD-YAP inh 5.3.

Outcome played no part in choosing rows (roughly 3.5% active in at least one column).
